Source: PubChem BioAssay (National Center for Advancing Translational Sciences (NCATS))
AMA1 RON2 block – qHTS for Inhibitors of AMA1-RON; Towards Development of Antimalarial Drug Lead: Primary Screen; AlphaScreen AMA1-biotinylated RON2 peptide binding; Potency, µM (top dose mostly 58.2 µM), for inactives: at the top dose activity change, negative = inhibition, most hits filed as inhibitors; 360,000 compounds, 0.2% hits; AID 720542, 2013;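 note: potency is the fitted concentration of half-maximal effect; 0% = vehicle wells and -100% = peptide control; nearly all actives have a fitted effect of over 45% in size; some results filed as inactive show a strong effect at the top dose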
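AMA1 (3D7) with his tag at 25 nM final met compounds first, then biotinylated RON2 peptide at 25 nM; detection used donor plus acceptor beads, 10 µg/mL apiece, read by AlphaScreen after 30 min at room temperature.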
Pf growth 96h – Primary qHTS for delayed death inhibitors of the malarial parasite plastid, 96 hour incubation; P. falciparum luciferase reporter growth, 96 h; Potency, µM (titrated, usually from 28.7 µM), inactives show top-dose activity change, negative = inhibition, most hits filed as inhibitors; 320,000 compounds, 6.9% hits; note: potency is the fitted concentration of half-maximal effect; % is set by controls: 0 for no effect and ±100 for the full control effect
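P. falciparum expressing integrated firefly luciferase grown in erythrocytes (2% hematocrit, 0.05% parasitemia final) with compounds for 96 hours at 37 C, 5% CO2. Growth inhibition read as loss of luminescence after adding luciferase detection reagent.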
Shiga toxin inh – A qHTS for Small Molecule Inhibitors of Shiga Toxin | Vero cells, Shiga toxin protein synthesis inhibition reporter | inhibition, % at 38.7 µM | 290,000 compounds, 9.2% hits; in the data active = inhibition mostly above about 28%, no sharp cut-off; inactive = mostly below about 43%; note: 0% is about no effect
LmPK inhibitor – qHTS Assay for Inhibitors of Leishmania Mexicana Pyruvate Kinase (LmPK). purified LmPK, Kinase-Glo ATP luminescence, 1 h. Potency, µM (series often up to 57.5 µM), for inactives: at the top dose activity change, negative = inhibition, actives largely listed as inhibitors. 290,000 compounds, 0.37% hits. AID 1721, 2009; note: potency is the fitted concentration of half-maximal effect; % is set by controls: 0 for no effect and ±100 for the full control effect
Target sequence (Q27686 whole entry, looked up): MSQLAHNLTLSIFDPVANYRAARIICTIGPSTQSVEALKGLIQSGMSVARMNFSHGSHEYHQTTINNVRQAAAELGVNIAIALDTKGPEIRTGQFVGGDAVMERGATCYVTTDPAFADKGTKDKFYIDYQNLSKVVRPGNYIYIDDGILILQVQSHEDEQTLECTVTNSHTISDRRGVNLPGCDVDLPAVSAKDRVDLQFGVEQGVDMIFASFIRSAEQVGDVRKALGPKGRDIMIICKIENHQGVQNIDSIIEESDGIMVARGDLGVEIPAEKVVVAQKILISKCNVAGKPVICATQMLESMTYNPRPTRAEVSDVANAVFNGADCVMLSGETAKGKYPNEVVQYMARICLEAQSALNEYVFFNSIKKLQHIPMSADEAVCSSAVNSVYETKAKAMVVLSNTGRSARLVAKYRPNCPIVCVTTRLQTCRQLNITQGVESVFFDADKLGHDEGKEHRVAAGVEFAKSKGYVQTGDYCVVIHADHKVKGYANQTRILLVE
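Purified LmPK (0.1 nM) converted ADP (0.1 mM) to ATP with PEP (0.5 mM) in imidazole buffer pH 7.2 with KCl and MgCl2, 1 h at room temperature. ATP was read by Kinase-Glo luminescence; data normalized to uninhibited and no-enzyme controls.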
Pf growth 48h – Primary qHTS for delayed death inhibitors of the malarial parasite plastid, 48 hour incubation; P. falciparum luciferase growth in erythrocytes, 48 h; Potency, µM (highest dose often 28.7 µM), without a hit: at the highest dose activity change, negative = inhibition, usual class: inhibitors; 310,000 compounds, 5.9% hits; note: potency is the fitted concentration of half-maximal effect; % is set by controls: 0 for no effect and ±100 for the full control effect
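Parasite viability was followed by luminescence of a genomically integrated firefly luciferase. Cultures held 0.1% parasitemia at 2% hematocrit (final), incubated under 5% CO2 at 37 C.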
CHX counter – Cycloheximide Counterscreen for Small Molecule Inhibitors of Shiga Toxin. AID 2314, 2010. cell reporter, cycloheximide protein synthesis inhibition counterscreen. 300,000 compounds, 12% hits. max response, %; in the data active = max response mostly above about 13%, no sharp cut-off; inactive = mostly below about 14%; note: read at 38.3 µM for the half of the compounds with a filed dose; 0% is about no effect
Tb PYK inh – qHTS of Trypanosoma Brucei Inhibitors; Potency, µM (highest dose often 76.8 µM), for inactives: top-dose activity, negative = inhibition, hits mostly inhibitors; TbPYK enzyme, Kinase-Glo Plus ATP luminescence, 45 min; 410,000 compounds, 0.12% hits; AID 624173, 2012; note: potency is the fitted concentration of half-maximal effect; % is set by controls: 0 for no effect and ±100 for the full control effect; nearly all actives have a fitted effect of over 50% in size
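Assay buffer: 50 mM TEA pH 7.2, 100 mM KCl, 10 mM MgCl2, 0.05% BSA, 0.01% Tween-20. Pyruvate kinase from T. brucei plus substrate met compound, then ADP (130 uM final). Luminescence was read post 45 min RT.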
Starred values were filed as active, the others as inactive; ? = inconclusive; nt = not tested or not shown; & = joins results of further samples; [ ] = another dose, or the depositor's remark. Unless noted, calls come from the whole dose curve; as a rule, active = well fitted curve in the direction sought with a large enough effect; inconclusive = small, poorly fitted or top-dose-only effect, or another doubt; inactive = no such curve, though single readings can be large; an effect the other way counts as inactive or inconclusive.

SMILES | AMA1 RON2 block | Pf growth 96h | Shiga toxin inh | LmPK inhibitor | Pf growth 48h | CHX counter | Tb PYK inh
Cc1ccc(NC(=O)/C(=C/c2ccco2)c2ccccc2)c(C)c1 | -5% | 18% | -11 | -3% | nt | -2 | 0%
CSc1ccc(S(=O)(=O)N2CCC(C(=O)NCC3CCCO3)CC2)cc1 (configuration not stated) | 6% | 7% | 7 | -5% | 0% | -7 | -3%
COc1ccccc1OCC(=O)Nc1ccc2c(c1)OCO2 | -23% | -8% | 66* | -2% | 46%[activator] | 25* | 2%
Cc1cccc(-c2nc3ccccc3c(=O)n2NC(=O)c2cccnc2Cl)c1 | 4% | -1% | -3 | -2% | 0% | 8 | 4%
CCOC(=O)C1CCN(c2ccc([N+](=O)[O-])cc2S(=O)(=O)N2CCOCC2)CC1 | -4% | 28% | -4 | -2% | -1% | -5 | 0%
O=C(CSc1nnc(-c2ccc(O)cc2)o1)Nc1ccccc1 | 2% | 37%[activator] | 61* | 2% | -75% | 28* | -4%
COc1cccc(-c2nn(-c3ccccc3)cc2CNC(C)Cn2cncn2)c1 (configuration not stated) | -9% | 10µM* | 111* | -26% | 36%[activator] | 34* | 0%
COc1cc(/C=N/NC(=O)c2c(C)nc3ccc(Cl)cn23)cc(OC)c1OC | -8% | 4% | -2 | 3% | -16% | -1 | -11%
CCOC(=O)N1CCN(C(=O)CNC(=O)C23CC4CC(CC(C4)C2)C3)CC1 | -3% | 38%[activator] | -5 | -5% | ? | -2 | 5%
O=C(Nc1ccc(F)cc1)C1CCN(S(=O)(=O)c2ccc3[nH]c(=O)oc3c2)CC1 | 8% | 13µM* | -2 | 7% | 9% | 1 | -2%
COc1cc(OC)cc(C(=O)Nc2ccc(S(=O)(=O)Nc3ccccn3)cc2)c1 | -5% | ? | -15 | -7% | 4% | -6 | 0%
COc1cc(CN2CCN(C(=O)CC(C)C)CC2)cc(OC)c1OC | ? | ? | -6 | -5% | 1% | 5 | 1%
COP(=S)(OC)Oc1ccc(S(=O)(=O)N(C)C)cc1 | nt | -1% | nt | nt | -2% | nt | 0%
C/C(=N\NC(=O)c1nnn(-c2nonc2N)c1C)c1ccc(-c2ccccc2)cc1 | -3% | ? | 24 | -6% | 15% | 7 | 0%
COc1ccc(C(C(=O)NCC2CCCO2)N(Cc2ccco2)C(=O)c2snc(C(N)=O)c2N)cc1OC (configuration not stated) | -2% | 2% | 1 | -1% | ? | -1 | 0%
CCOC(=O)NC1CCS(=O)(=O)C1 (configuration not stated) | -3% | nt | -10 | 2% | 5% | -5 | -6%
O=C(Nc1nc2ccccc2[nH]1)c1ccccc1 | -4% | nt | 37 | 16µM* | 46%[activator] | 17* | -22%
CN(Cc1ccccc1)CC(O)COc1ccc(CNCc2ccc(Cl)s2)cc1 (configuration not stated) | -13% | ? | 7 | -1% | 5.9µM* | -1 | -2%
Cc1ccc(CSc2nnc(-c3cccnc3)n2N)cc1 | 0% | 29% | -4 | -6% | -3% | -3 | 5%
Cc1c(C(=O)N2CCCC(C(F)(F)F)C2)oc2ccccc12 (configuration not stated) | 7% | -68% | nt | nt | -26% | nt | 3%
CCOC(=O)C1CCCN(C(=O)CN2C(=O)C(CC)Oc3ccc(C)cc32)C1 (configuration not stated) | 3% | 13µM* | -3 | 3% | -12% | -1 | 5%
COc1ccc(NS(=O)(=O)c2ccc(NC(=O)C(C)(C(F)(F)F)C(F)(F)F)cc2)nn1 | -13% | ? | 5 | -1% | -8% | -1 | -12%
CC(=O)OC1COC(n2ccc3ccccc32)C(OC(C)=O)C1OC(C)=O (configuration not stated) | -13% | 18% | 12 | 2% | 23% | -3 | 7%
O=C(CN1C(=O)NC2(CCCCCCC2)C1=O)N1CCOCC1 | -11% | 1%[5.75 µM] | -31 | 2% | -3% | -8 | 3%
O=C(Nc1ccc2c(c1)OCCO2)c1cccc(S(=O)(=O)N2CCCCC2)c1 | 0% | nt | 84* | -8% | 16% | 20* | 3%

Sorted by molar mass (lowest first): eleven of the compounds above.
SMILES | AMA1 RON2 block | Pf growth 96h | Shiga toxin inh | LmPK inhibitor | Pf growth 48h | CHX counter | Tb PYK inh
CCOC(=O)NC1CCS(=O)(=O)C1 (configuration not stated) | -3% | nt | -10 | 2% | 5% | -5 | -6%
Cc1ccc(CSc2nnc(-c3cccnc3)n2N)cc1 | 0% | 29% | -4 | -6% | -3% | -3 | 5%
COc1ccccc1OCC(=O)Nc1ccc2c(c1)OCO2 | -23% | -8% | 66* | -2% | 46%[activator] | 25* | 2%
Cc1ccc(NC(=O)/C(=C/c2ccco2)c2ccccc2)c(C)c1 | -5% | 18% | -11 | -3% | nt | -2 | 0%
O=C(CN1C(=O)NC2(CCCCCCC2)C1=O)N1CCOCC1 | -11% | 1%[5.75 µM] | -31 | 2% | -3% | -8 | 3%
COP(=S)(OC)Oc1ccc(S(=O)(=O)N(C)C)cc1 | nt | -1% | nt | nt | -2% | nt | 0%
O=C(CSc1nnc(-c2ccc(O)cc2)o1)Nc1ccccc1 | 2% | 37%[activator] | 61* | 2% | -75% | 28* | -4%
COc1cc(CN2CCN(C(=O)CC(C)C)CC2)cc(OC)c1OC | ? | ? | -6 | -5% | 1% | 5 | 1%
CC(=O)OC1COC(n2ccc3ccccc32)C(OC(C)=O)C1OC(C)=O (configuration not stated) | -13% | 18% | 12 | 2% | 23% | -3 | 7%
O=C(Nc1ccc2c(c1)OCCO2)c1cccc(S(=O)(=O)N2CCCCC2)c1 | 0% | nt | 84* | -8% | 16% | 20* | 3%
COc1ccc(NS(=O)(=O)c2ccc(NC(=O)C(C)(C(F)(F)F)C(F)(F)F)cc2)nn1 | -13% | ? | 5 | -1% | -8% | -1 | -12%

Continuation.
SMILES | AMA1 RON2 block | Pf growth 96h | Shiga toxin inh | LmPK inhibitor | Pf growth 48h | CHX counter | Tb PYK inh
COc1ccc(C2=NOC(Cn3nc(C(=O)NCc4ccccc4OC)cc3-c3ccccc3)C2)cc1 (configuration not stated) | 7% | ? | nt | nt | 13µM* | nt | 1%
Cc1nnc(Oc2ccccc2F)c2ccccc12 | -25% | 42%[activator] | 106* | 5% | 58%[activator] | 33* | 4%
CCn1c(SCC(=O)Nc2cc(C)on2)nc2c(c1=O)SC(C)C2 (configuration not stated) | 7% | nt | -15 | 5% | ? | 1 | -11%
O=C1c2ccccc2-c2ncnc3c(N4CCOCC4)cc(N4CCOCC4)c1c23 | -7% | -9% | -13 | -2% | -16% | -5 | 0%
O=C(CSc1n[nH]c(-c2ccccn2)n1)Nc1ccccc1 | -91% | ? | -10 | -5% | 1% | -4 | -3%
CC1(C)O[C@H]2CC(=O)OC[C@]23[C@H]2CC[C@@]4(C)[C@H](c5ccoc5)OC(=O)[C@H]5O[C@]54[C@]2(C)[C@@H](O)C[C@@H]13 | 0% | 37%[activator] | nt | nt | -5% | nt | -4%
Cc1cccc(CNc2ncnc3ccc(-c4ccc5c(c4)OCCO5)cc23)c1 | nt | 3.3µM* | nt | nt | 4.7µM* | nt | 6%
NS(=O)(=O)c1cc2c(cc1Cl)NC(Cc1ccccc1)NS2(=O)=O (configuration not stated) | 2% | ? | -3 | -4% | -3% | -2 | -4%
CC(N)C12CC3CC(CC(C3)C1)C2 (configuration not stated) | -6%&10% | -5%&22%&-12% | -8&25&45&3 | 5%&-3% | -4%&0%&-13% | -2&-1&-3&-2 | -1%&-4%&-1%
Cc1ccc(S(=O)(=O)N/N=C/c2cn(C)nc2C)cc1 | 3% | 2% | 19 | -2% | 10% | -5 | -3%
CC(OC(=O)CCCc1c[nH]c2ccccc12)C(=O)Nc1ccc(S(N)(=O)=O)cc1 (configuration not stated) | 0% | 19% | nt | nt | 19% | nt | 7%
CCn1c(C)nc2cc(C(=O)NNC(=S)Nc3ccc(Cl)cc3Cl)ccc21 | 16% | ? | 11 | 3% | 0% | 16* | -6%
CCCCc1nnc(NC(=O)C2CCCO2)s1 (configuration not stated) | -1% | ? | 53* | -3% | 48%[activator] | 15* | -4%
CCc1nc2sc(C(=O)O)c(N)c2c2c1CCCC2 | -16% | -8% | -13 | -1% | -6% | -2 | 3%
Cc1ccc(-n2c(C)c3c(C)nnc(C)c3c2C)cc1 | nt | 12% | -18 | 5% | -10% | -7 | nt
O=C(c1cc2cc3ccc(Cl)cc3nc2o1)N1CCC2(CC1)OCCO2 | -5% | -21% | 18 | -2% | 2% | 7 | 1%
CN(C1CCCCC1)S(=O)(=O)c1ccc(NC(=O)CCC(=O)O)cc1 | 2% | ? | -4 | -3% | -3% | -4 | 2%
Cc1nn2c(NCc3ccccn3)c3c(nc2c1-c1ccccc1)CCC3 | 51%[activator] | 4.7µM* | -13 | 0% | ? | -5 | -2%
CCCCCC(=O)Nc1ccc(Cl)cn1 | 16% | 19% | 61* | -2% | 45%[activator] | 39* | 1%
CN(C)S(=O)(=O)c1ccc(NC(=O)COC(=O)Cn2[nH]c(=O)c3ccccc3c2=O)cc1 | 1% | -2% | -13 | -2% | 13% | -3 | 1%
CCOc1cc(NC(=S)NCCCN2CCOCC2)c(OCC)cc1NC(=O)c1ccc(OC)cc1 | 18% | ? | -22 | 9% | -12% | 0 | 6%
O=C(c1c(F)cccc1F)N(Cc1ccccn1)C1CCCC1 | -3% | -4%[5.75 µM] | -2 | 2% | -14% | -2 | -9%
CC(C)Oc1ccc(C(=O)/C=C2/C(=O)Nc3ccccc32)cc1 | -17% | 16% | -1 | 0% | -1% | 11 | -5%
COc1ccc2c(c1OC)C(=O)N(c1ccc3c(c1)CCC3)C2=O | 2% | nt | 17 | 3% | 25% | -2 | -1%
COc1ccc(S(=O)(=O)N(CC(=O)NCc2ccncc2)c2ccc(C)cc2)cc1OC | 18% | ? | -9 | 0% | -22% | -2 | -5%
CCc1ccc(OCC(=O)NNC(=S)NC(=O)C2CCCCC2)c(Br)c1 | 140%[activator] | 9% | -14 | 1% | 25% | 5 | -6%
Cc1cc(C)c(NC(=O)c2ccc3c(c2)C(=O)N(Cc2cccnc2)C3=O)c(C)c1 | -7% | -20% | -29 | -8% | 6% | -2 | 2%
CCCCNC(=S)NC(=O)c1ccc(Cl)cc1Cl | 15% | ? | 40 | -3% | 37%[activator] | 32* | -5%
CCOC(=O)c1c(C)oc2ccc(OC(=O)N3CCOCC3)cc12 | 10% | ? | 32 | 2% | -6% | -1 | 2%
CCOC(=O)C(NC(=O)Cc1ccccc1)(Nc1cc(C)on1)C(F)(F)F (configuration not stated) | ? | -24% | 4 | -2% | -3% | -1 | 6%
